Screens from PubChem BioAssay.
NIH3T3 tox: NIH 3T3 cell cytotoxicity; NIH 3T3 viability, CellTiter-Glo ATP luminescence, 48-72 h; Potency, µM (doses to about 96.7 µM), inactives show at the highest dose activity change, negative = cytotoxicity, hits mostly inhibitors; actives 4.3% (n = 94,000); AID 1345082; further: potency means the concentration at half of the fitted maximal effect; nearly all actives have a fitted effect of over 55% in size
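Cytotoxicity is measured as loss of cellular ATP: NIH 3T3 cells (400/well) are exposed to compound for 48 or 72 hr at 37 °C, then CellTiter-Glo luminescence is imaged after 10 min at room temperature.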
Luciferase inh: inhibitors of firefly (Photinus pyralis) luciferase | actives 2.5% (n = 76,000) | purified P. pyralis luciferase, luminescence, biochemical | Potency, µM (highest dose often 115 µM), without a hit: at the highest dose activity change, negative = inhibition, usual class: inhibitors; further: potency means the concentration at half of the fitted maximal effect; nearly all actives have a fitted effect of over 65% in size
Target sequence (P08659 whole entry, looked up): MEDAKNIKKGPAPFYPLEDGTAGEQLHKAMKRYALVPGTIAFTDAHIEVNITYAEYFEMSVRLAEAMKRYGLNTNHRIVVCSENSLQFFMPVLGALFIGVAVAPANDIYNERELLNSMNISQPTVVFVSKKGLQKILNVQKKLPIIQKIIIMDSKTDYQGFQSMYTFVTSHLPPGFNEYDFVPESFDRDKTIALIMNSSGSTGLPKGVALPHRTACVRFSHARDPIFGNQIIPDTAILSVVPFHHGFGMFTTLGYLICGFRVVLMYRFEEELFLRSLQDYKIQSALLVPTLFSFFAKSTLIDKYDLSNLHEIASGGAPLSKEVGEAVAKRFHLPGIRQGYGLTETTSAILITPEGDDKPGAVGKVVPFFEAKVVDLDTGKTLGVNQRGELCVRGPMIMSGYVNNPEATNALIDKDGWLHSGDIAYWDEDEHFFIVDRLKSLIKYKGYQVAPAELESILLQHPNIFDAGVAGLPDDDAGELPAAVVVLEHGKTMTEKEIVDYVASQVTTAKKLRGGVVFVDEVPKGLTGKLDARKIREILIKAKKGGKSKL
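Inhibitors were tested against purified firefly luciferase in a biochemical, low-substrate format (both substrates at 10uM) and luminescence measured with a CCD imager.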
HEK293 viab: counter-screen for SNCA expression inhibitors: cell viability; HEK-293-SNCA-luc viability, GF-AFC fluorescence, 24 h; Potency, µM (top dose mostly 57.1 µM), without a hit: at the highest dose activity change, negative = cytotoxicity, most hits filed as cytotoxic; actives 0.12% (n = 150,000);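 further: potency means the concentration at half of the fitted maximal effect; 0% = DMSO-treated cells and -100% = medium-only wells without cells; nearly all actives have a fitted effect of over 30% in size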
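Cytotoxicity counterscreen: after 24 h compound treatment of genome-edited SNCA-luciferase HEK-293 cells, live-cell protease substrate GF-AFC read by fluorescence after 30 min; activity scaled between DMSO (0%) and medium-only (-100%), curves Hill-fitted.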
IP6K1 inhibitor: blocks human inositol hexakisphosphate kinase 1; Q92551; IP6K1 kinase, ADP-Glo luminescence, 2 h; active compounds read low; activity change, % (series mostly up to about 58 µM); actives 0.81% (n = 140,000); in the data active means activity change below about -25%
Target sequence (Q92551 whole entry, looked up): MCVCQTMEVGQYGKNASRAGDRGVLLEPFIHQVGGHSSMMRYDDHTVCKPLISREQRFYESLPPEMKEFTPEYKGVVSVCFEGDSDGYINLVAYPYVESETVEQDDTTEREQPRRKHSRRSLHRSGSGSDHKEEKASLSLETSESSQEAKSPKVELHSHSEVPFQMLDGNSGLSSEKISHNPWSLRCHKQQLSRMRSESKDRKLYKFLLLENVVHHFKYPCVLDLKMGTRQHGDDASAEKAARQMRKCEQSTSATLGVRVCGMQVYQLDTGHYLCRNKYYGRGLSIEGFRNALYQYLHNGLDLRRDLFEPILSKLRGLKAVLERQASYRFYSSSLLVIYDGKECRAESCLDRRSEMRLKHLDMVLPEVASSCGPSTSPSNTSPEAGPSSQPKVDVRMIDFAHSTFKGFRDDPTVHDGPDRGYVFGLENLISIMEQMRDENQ
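ADP-Glo luminescence measures ADP made by human IP6K1 during a 2 h RT reaction with ATP/IP6 (mix at 1.3 mM/130 uM); top library doses 57.5 and 19.1 uM final.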
SNCA expr inh: inhibitors of alpha-synuclein (SNCA) gene expression; Potency, µM (top dose mostly 57.2 µM), for inactives: top-dose activity change, negative = inhibition, usual class: inhibitors; AID 1671194; actives 0.17% (n = 140,000); HEK-293 SNCA-luciferase knock-in, luminescence, 24 h;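 further: potency means the concentration at half of the fitted maximal effect; plate controls were DMSO cells for no effect and cell-free wells for full effect; nearly all actives have a fitted effect of over 45% in size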
HEK cytotox: kills HEK 293 cells; Potency, µM (top dose mostly 115 µM), inactives show top-dose activity change, negative = cytotoxicity, actives largely listed as inhibitors; actives 6.6% (n = 94,000); AID 1345083; HEK 293 viability, ATP luminescence (CellTiter-Glo), 48-72 h; further: potency means the concentration at half of the fitted maximal effect; nearly all actives have a fitted effect of over 60% in size
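250 HEK 293 cells/well; compound by pintool; incubated 48 or 72 hr at 37 degree Celsius; CellTiter-Glo added, 10 min RT, luminescence imaged.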
GPT2 inh: GPT2 alanine aminotransferase inhibition; Q8TD30; Recombinant GPT2, coupled pyruvate oxidase/HRP Amplex Red fluorescence; Potency, µM (series often up to 57.7 µM), inactives show top-dose activity change, negative = inhibition, most hits filed as inhibitors; actives 0.25% (n = 100,000); AID 1671188; further: potency means the concentration at half of the fitted maximal effect; nearly all actives have a fitted effect of over 60% in size; many of its hits are not listed in these tables
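GPT2 10ng/uL, a-KG 250uM, L-Ala 2mM, HEPES pH7.5 + 0.0001% Tween; 30 min RT. Then Amplex mix (PO/HRP/ThPP), 30 min RT dark, fluorescence. AOA 50uM used as positive control.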
* marks the source's active call; other numbers are inactive results; i = inactive; ? = inconclusive; . = no result given; [ ] = dose if it differs, or a comment. Unless noted, the call rests on the fitted dose curve; in most records, active means well fitted curve in the direction sought with a large enough effect; inconclusive means small, poorly fitted or top-dose-only effect, or another doubt; inactive means no such curve, though single readings can be large; an effect the other way counts as inactive or inconclusive. Unless noted, on the % scale 0 is the no-effect control and ±100 the full control effect.

SMILES | NIH3T3 tox | Luciferase inh | HEK293 viab | IP6K1 inhibitor | SNCA expr inh | HEK cytotox | GPT2 inh
O=C(NCc1ccccc1)N1CCC2(CCCCO2)CC1 | -12% | -2% | 18% | 15 | 1% | -18% | 0%
CCc1cccc(NC(=O)c2ccc(CNS(=O)(=O)c3ccc4c(c3)C(C)(C)C(=O)N4C)cc2)c1 | . | . | ? | 12 | ? | . | .
Fc1ccc(CCC2CCCNC2)cc1F (centres undefined) | 3% | -17% | 10% | 21 | 58%[activator] | -5% | i
O=C(O)C1CC2(CCN(C(=O)NCCc3ccccc3)CC2)CN1 (centres undefined) | -7% | -1% | -2% | 8 | 32%[activator] | -7% | -18%
O=C1N[C@@H]2CCN(C(=O)c3ccc(C(F)(F)F)cc3)[C@@H]2C(=O)N1c1ccc(F)cc1 | -7%[138 µM] | 14%[172 µM] | 9%[87.6 µM] | -2 | 11%[87.6 µM] | -3%[172 µM] | 1%[88.5 µM]
CC(C)(C(=O)NCC(F)(F)C(F)(F)F)C(=O)N[C@@H]1C(=O)Nc2ccccc2-c2ccccc21 | . | . | -15% | . | ? | . | i
COc1ccc(-c2ccccc2C(=O)N2CCC(NC(=O)c3ccc(C(F)(F)F)cc3)CC2)nn1 | ? | . | . | -1 | . | ? | .
CCCCN(CC)C(=O)C1CCC(CNS(=O)(=O)c2cccc3nsnc23)CC1 (centres undefined) | . | . | -8% | -30* | -25% | . | .
CCC(C(=O)Nc1cc(OC)ccc1OC)n1nc(-c2ccccc2)c2c(c1=O)CCCC2 (centres undefined) | . | . | ? | 2 | ? | . | .
CCc1ccc(NC(=O)C2CCCN2S(=O)(=O)c2cccc3nsnc23)cc1 (centres undefined) | . | . | 6% | 3 | 46%[activator] | . | .
Cc1nc2c(C(F)(F)F)cccc2nc1-c1ccc(-c2cccc(S(C)(=O)=O)c2)cc1 | . | . | ? | -1 | . | . | -1%
COc1ccc(-n2c(C)nnc2SCc2nc(-c3ccc(OC)c(OC)c3)no2)cc1 | . | . | 4% | -15 | 11% | . | .
COc1ccc(CNC(=O)c2ccc(Sc3ccc(Cl)cc3)c(NC(C)=O)c2)c(OC)c1 | . | . | -17% | -9 | -19% | . | .
COc1ccc(CCC(=O)N2CCC(Cc3nc(-c4cnccn4)no3)CC2)cc1 | 3% | 5% | 1% | 13 | -5% | -2% | 3%
CC(C)Oc1ccc(CN2CCCC(COc3ccccc3C(=O)N3CCCC3)C2)cc1 (centres undefined) | -24% | -6% | -13% | 9 | -10% | 40µM* | 5%
Cc1ccc(-n2nc3c(=O)n(CCCC(=O)NCc4ccccc4F)nc(C)c3c2C)cc1 | . | . | 13% | 0 | 10% | . | .
Cc1ccc(-c2noc(CN(C3CCCCC3)S(=O)(=O)c3ccc(C)cc3)n2)cc1 | . | . | -5% | -11 | -5% | . | .
Cc1ccc(C(=O)NC2CCCN(Cc3cccc(-c4ccc(C)c(Cl)c4)c3)C2)cc1 (centres undefined) | 0% | . | 11% | -16 | -22% | i | -9%
O=C([C@@H]1C[C@H](F)CN1S(=O)(=O)c1cccc(F)c1)N1CCCCC1 | ? | 9% | 4% | -11 | -8% | ? | i
CCc1cc(N2CCCC(OCc3ccccn3)C2)n2nc(C)c(C)c2n1 (centres undefined) | -29% | 3% | -13% | 18 | -14% | -27% | i[11.5 µM]
COc1ccc(C2Cn3nnc(C(=O)N4CCC(C(=O)NC(C)C)CC4)c3CO2)cc1 (centres undefined) | -10% | -7% | 4% | -13 | -18% | 5% | i
CCOc1ccccc1C(=O)N[C@@H]1CN(C)C[C@H]1CN(C)C | -3% | 6% | 7% | -4 | 13% | i | i
O=C(c1ncccc1F)N1C[C@@H](COCC2CC2)[C@H](c2ccccn2)C1 | -14% | -13% | -4% | 6 | 7% | -10% | 1%
COc1ccc(NC(=O)c2sc3nc[nH]c(=O)c3c2C)cc1 | . | . | -11% | 18 | 38%[activator] | . | .
Cc1nn(C)c2c1c(-c1ccccc1)cc(=O)n2CC(=O)NC(C)(C)C | . | . | -8% | -6 | 39%[activator] | . | .
CN(C(=O)Cc1ccc(S(C)(=O)=O)cc1)C1CCc2nn(C)c(=O)n2CC1 (centres undefined) | -6% | 3% | 4% | -11 | 8% | 5% | i
O=C(c1ccccc1-n1cncn1)N1CCC(N2CCCC2=O)CC1 | 2% | -5% | -8% | 7 | -7% | 2% | i
CCCc1noc(-c2cccn3c(CNC(=O)c4cc(C)ccc4C)nnc23)n1 | 3% | -3% | 3% | 3 | -3% | ? | i
O=C(N[C@@H]1CCC[C@@H]1C(=O)N1CCN(c2ncccn2)CC1)c1ccncc1 | -2% | -9% | 5% | 16 | -3% | -3% | 3%
CCOC(=O)c1cc(S(=O)(=O)NCc2ccc(F)cc2)[nH]n1 | . | . | -4% | -3 | -5% | . | .
O=C(c1ccn2cncc2c1)N1CCOCC1 | -7%[138 µM] | -7%[172 µM] | -2%[87.6 µM] | 3 | 12%[87.6 µM] | -15%[172 µM] | 0%[88.5 µM]
Cc1cc(Oc2ccc(CN)cc2)nc2ccccc12 | 0%[138 µM] | . | -19%[87.6 µM] | -9 | 14%[87.6 µM] | -9%[172 µM] | i
CS(=O)(=O)N1CCCC(C(=O)NCCc2ccccn2)CCNC(=O)CC1 (centres undefined) | i | 7% | -3% | -8 | 5% | i | -11%
CCc1ccc(OCC(=O)N(Cc2ccco2)Cc2ccco2)cc1 | . | . | 9% | 14 | 39%[activator] | . | .
Cc1ccccc1C(=O)N1CCN(c2ccc3nnc(C4CC4)n3n2)CC1 | -14% | . | . | 17 | . | -8% | .
Cc1ccc2[nH]nc(C(=O)N3C[C@@H](C(=O)O)[C@H](c4ccc(F)cc4)C3)c2c1 | -9% | -10% | -3% | -13 | 15% | 0% | -6%

Results in NIH3T3 tox, GPT2 inh and HEK293 viab, for four of the compounds above:
| mol | NIH3T3 tox | GPT2 inh | HEK293 viab |
| --- | --- | --- | --- |
| Cc1nn(C)c2c1c(-c1ccccc1)cc(=O)n2CC(=O)NC(C)(C)C | . | . | -8% |
| Cc1cc(Oc2ccc(CN)cc2)nc2ccccc12 | 0%[138 µM] | i | -19%[87.6 µM] |
| CCc1ccc(OCC(=O)N(Cc2ccco2)Cc2ccco2)cc1 | . | . | 9% |
| Cc1ccc2[nH]nc(C(=O)N3C[C@@H](C(=O)O)[C@H](c4ccc(F)cc4)C3)c2c1 | -9% | -6% | -3% |

(further entries)
SMILES | NIH3T3 tox | Luciferase inh | HEK293 viab | IP6K1 inhibitor | SNCA expr inh | HEK cytotox | GPT2 inh
COc1ccc(C(=O)N2C[C@H](c3nc(-c4ccncc4)no3)[C@@H](C)C2)cc1OC | -24% | -8% | 0% | 6 | -6% | ? | i
CNC(=O)CCn1ncc2cc(OC3CCc4cccc(-c5ccc(O)c(F)c5)c43)ccc21 (centres undefined) | 40µM* | -2% | -11% | -4 | -9% | ? | i
CNC(=O)c1noc([C@@H]2CC(F)(F)CN2C(=O)c2ccc(C)cc2)n1 | 4% | -8% | 9% | 5 | -4% | 3% | i
CC(C)NC(=O)N1Cc2[nH]cnc2C[C@H]1C(=O)NCc1ccco1 | i | 3%[172 µM] | -6%[87.6 µM] | 19 | 12%[87.6 µM] | -3%[172 µM] | 1%[88.5 µM]
O=C(CC1N=C2c3ccccc3N=C(SCc3ccccc3F)N2C1=O)NCCc1ccccc1 (centres undefined) | . | . | ? | 498 | 100%[activator] | . | .
CN(C)Cc1cc(C[C@@H]2CC[C@H](O)[C@@H](CNC(=O)N3CCOCC3)O2)no1 | 5%[138 µM] | -2%[172 µM] | -2%[87.6 µM] | 11 | 5%[87.6 µM] | i | i
Cc1cccc(N2C(=O)CSC23C(=O)N(Cc2cccc(C(F)(F)F)c2)c2ccccc23)c1 (centres undefined) | . | . | -9% | 7 | ? | . | .
Cc1ccc(OCc2nc(-c3ccc(C(=O)NCCc4ccc(Cl)cc4)cc3)oc2C)cc1 | . | . | 0% | -10 | 15% | . | .
O=C1CCCCC(C(=O)NCc2ccc3c(c2)OCO3)N1 (centres undefined) | i | -3% | 6% | 15 | ? | 8% | i
O=C(Nc1ccc(Cl)cc1)N1CCC(C(=O)N2CCCC(c3nc4ncccc4[nH]3)C2)CC1 (centres undefined) | -10% | . | 10% | -7 | -20% | -3% | -5%
O=C(c1ccc(Cl)cc1)N1CCN(c2ccc3nnc(-c4ccccc4)n3n2)CC1 | 45µM* | . | . | -1 | . | ? | .
COc1ccc(C2Cn3cnc(C(=O)N4CCC(C(=O)Nc5ccc(F)cc5)CC4)c3CO2)cc1 (centres undefined) | i | ? | -7% | 2 | 0% | 5% | i
Cc1ccc(NC(=O)N2CCN(C(=O)N3CC4CC(C3)[C@H]3CCCC(=O)N3C4)CC2)cc1C (some centres undefined) | i | 0% | -1% | 0 | -3% | 0% | -4%
COc1cccc(-c2cccc(C(=O)N3CCCC3C(=O)N3CCN(C(C)=O)CC3)c2)c1 (centres undefined) | -21% | . | -4% | 20 | 6% | i | -4%
CCn1cc(S(=O)(=O)c2ccccc2)c(=O)c2cc(F)c(N3CCN(c4ccccc4)CC3)cc21 | . | . | 3% | 6 | 3% | . | .
CCOC(=O)c1[nH]c(C)c(CCC(=O)Nc2ccc(N(CC)CC)cc2C)c1C | . | . | 14% | 8 | -27% | . | .
CS(=O)(=O)N[C@H]1C[C@H]2C(=O)Nc3ccc(-c4cccs4)cc3C(=O)N2C1 | -24%[174 µM] | 4%[172 µM] | -10%[87.6 µM] | -13 | 18%[87.6 µM] | -12%[172 µM] | 0%[88.5 µM]
CNC(=O)c1cc(-c2ccnc(NC(C)=O)c2)cc2c1OCCN2Cc1cccnc1 | ? | -22%[172 µM] | 0%[87.6 µM] | -12 | 57%[activator][87.6 µM] | ? | i
CNC(=O)[C@@H]1C[C@H](Oc2ccccc2)CN1C(=O)c1cc(C)n(CCCOC)c1C | -12% | -10% | -5% | 3 | 6% | ? | -23%
CN(CCC(O)c1ccccc1)c1nccc(-c2cccnc2)n1 (centres undefined) | ? | -1% | -4% | 2 | ? | 32µM* | -9%
Cc1ccc(NC(=O)c2cc3n(n2)CC(c2ccc4c(c2)OCO4)OC3)cc1 (centres undefined) | ? | ? | 5% | -8 | -4% | ? | -6%
O=C(Nc1cccc(F)c1)N1Cc2[nH]cnc2C[C@H]1c1nc(-c2ccc3c(c2)OCO3)no1 | ? | -28% | -27% | 12 | ? | ? | -5%
COc1ccc(C(NC(=O)c2cccc(OC(F)F)c2)C2CC(O)C2)cn1 (centres undefined) | -15% | -3% | 4% | 33 | -26% | -22% | i
O=C(c1ccc(C(F)(F)F)cc1)N1CCC(C(=O)N2CCCC(c3nc4ncccc4[nH]3)C2)CC1 (centres undefined) | -31% | . | -4% | 1 | 13% | ? | i
